CD40 NFkB inh: inhibitors of CD40-induced NF-kB signaling, primary screen, BL2 cells, luciferase reporter, single point. CD40L-induced, 4 h. inhibition, % at 10 µM. 83,000 compounds, 0.94% hits. AID 1053188, 2014;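 active means mean inhibition of at least 50% with a set share of replicates also reaching that level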;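 further: 0% = neutral control wells and 100% = IKK inhibitor VII at 50 µM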
* marks the source's active call; other numbers are inactive results; [ ] = dose if it differs, or a comment.

CD40 NFkB inh | compound
3[25 µM] | C[C@@H]1CN([C@H](C)CO)C(=O)c2cc(N(C)C)ccc2O[C@@H](C)CCCCO[C@H]1CN(C)S(=O)(=O)c1ccc(F)cc1
-23[25 µM] | Cc1noc(C)c1NC(=O)Nc1ccc2c(c1)C(=O)N([C@H](C)CO)C[C@H](C)[C@H](CN(C)S(=O)(=O)c1cccs1)OCCCC[C@@H](C)O2
3 | Cc1[nH]c(=O)nc(NN=Cc2ccc(Cl)cc2)c1C(=O)Nc1ccc(Cl)cc1
6 | O=C1CCc2cc(S(=O)(=O)N3CCC(C(=O)NC4CCCCCCC4)CC3)ccc2N1
2 | O=C(NNC(=O)c1cccs1)c1ccc(Cl)c(S(=O)(=O)N2CCCC2)c1
-3 | O=C(Cc1ccc(S(=O)(=O)N2CCOCC2)s1)NCCc1ccc(F)cc1
1 | O=C(CCCN=C1NS(=O)(=O)c2ccccc21)OCC(=O)N1CCc2ccccc21
10 | C(#CCN1CCOCC1)CCCN1CCOCC1
-1 | CC1=NN(c2cc(Cl)c(S(=O)(=O)O)cc2Cl)C(=O)C1
8 | COc1ccc2c3c(n(C)c2c1)[C@@H](CO)N(C(=O)Cc1ccccn1)CC31CCN(CC2CCCC2)CC1
-30 | CCCCCN(C(=O)CSc1n[nH]c(-c2ccc(C)cc2)n1)c1c(N)n(CCCC)c(=O)[nH]c1=O
3 | CS(=O)(=O)c1ccc(Cl)c(NC(=O)c2cc(S(=O)(=O)N3CCOCC3)ccc2N2CCCC2)c1
6 | Cc1cc(C)c(NC(=O)COC(=O)C2=COCCO2)c(Cl)c1
2 | COc1cc(C)c(NC(=O)c2cccc(S(=O)(=O)N3CCCC3)c2)cc1OC
5 | Cc1ccc(CN(CC(=O)N/N=C/c2ccco2)S(=O)(=O)c2ccc(C)cc2)cc1
0 | COc1ccc(S(=O)(=O)N(C)C)cc1NC(=O)COC(=O)C1CC1
-15[25 µM] | O=C(Nc1ccccc1F)N1C[C@H]2[C@@H](c3ccccc31)[C@H](CO)N2C(=O)Cc1cccnc1
2[25 µM] | C/C=C/c1cnc2c(c1)C(=O)N([C@@H](C)CO)C[C@@H](C)[C@@H](CN(C)C(=O)Nc1cccc(OC)c1)O2
-1 | O=C(NCC1CCCO1)C1CC(=O)N(C2CCCC2)C1 (configuration not stated)
-6[25 µM] | C[C@H](CO)N1C[C@H](C)[C@@H](CN(C)Cc2ccc(Oc3ccccc3)cc2)Oc2c(NS(=O)(=O)c3cn(C)cn3)cccc2C1=O
7 | O=S(=O)(c1cccc2cccnc12)N1CCCc2ccccc21
16 | FC(F)(F)c1cc(-c2ccco2)nc2ncnn12
-11 | CCC1(c2ccccc2)NC(=O)N(CC(=O)NC2CCCCCC2)C1=O (configuration not stated)
-9 | Cc1c(NC(=O)C(C)OC(=O)CCc2c[nH]c3ccccc23)c(=O)n(-c2ccccc2)n1C (configuration not stated)
10 | Cc1[nH]c(=O)c(C#N)c2c1CCCC2
-5 | COc1ccc(OC)c(S(=O)(=O)N2CCC(c3nc4ccccc4[nH]3)CC2)c1
-87 | Clc1ccc(-c2nnc(CCc3ccccc3)o2)c(Cl)c1
11 | Cc1ccc(S(=O)(=O)N(Cc2ccc(F)cc2)C(=O)N2CCN(C)CC2)cc1
7 | Cc1ccccc1OCCC(=O)Nc1ccccc1C(=O)NC1CC1
8[25 µM] | CCC(=O)N1CC[C@@H]2[C@@H](CO)Nc3ccc(C#Cc4cccnc4)cc3[C@@H]21
17 | Cc1ccc(S(=O)(=O)N2CCC(C(=O)N[C@@H](C)C(=O)NC3CCS(=O)(=O)C3)CC2)cc1 (some centres not stated)
-5 | COc1cccc(C(=O)OCC(=O)Nc2ccc(N3CCOCC3)cc2)c1
108* | Cc1ccc2nc(C(F)(F)F)c(C#N)c(N)c2c1
-1 | CCOC(=O)c1csc(NC(=O)CN2CCN(C)CC2)n1
-14 | COc1cccc(-c2ccc([C@@H]3[C@H](C#N)N(C(=O)c4ccccn4)[C@H]3CO)cc2)c1
-84 | CCN(CC(=O)Nc1ccc2c(c1)OCCO2)C(=O)/C=C/c1cccc(OC)c1OC
-24 | O=C(Nc1ccccc1)c1ccc(CSc2ccccn2)cc1
-4 | O=C(COC(=O)c1cc2ccccc2cc1O)c1ccccc1
1[25 µM] | CN(C)CC(=O)N[C@H]1C=C[C@H](CC(=O)NCc2ccc(Cl)cc2)O[C@H]1CO
6[25 µM] | O=C(c1ccccc1F)N1C[C@@H]2[C@H](c3ccccc31)[C@H](CO)N2C(=O)Nc1ccccc1
8 | CCCNC(=O)N1CCN(S(=O)(=O)c2ccc(C)c(C)c2)CC1
-6[25 µM] | C[C@H](O)C#Cc1ccc([C@@H]2[C@@H](CO)N3CCCCN(CC4CC4)C[C@@H]23)cc1
2[25 µM] | COCC(=O)N1C[C@H](C)[C@@H](OC)CN(C)C(=O)c2ccc(NC(=O)Nc3cccc(F)c3)cc2OC[C@H]1C
2 | CCC(=O)N1[C@@H]2c3ccc(C4=CCCC4)c(=O)n3C[C@@H]2[C@@H](CO)[C@@H]1C(=O)NC1CCC1
5 | O=C(CCCCn1c(=O)[nH]c2ccccc2c1=O)NCc1ccc2c(c1)OCO2
-76 | CCOC(=O)c1cnn(-c2ncnc3c2cnn3C)c1N
1[25 µM] | CCNC(=O)[C@H]1[C@H](CO)[C@H]2Cn3c(ccc(-c4ccncc4)c3=O)[C@H]2N1Cc1ccc2c(c1)OCO2
-5 | CCc1nc2c(OCc3cccc(Cl)c3)cccn2c1N(C)C(=O)Nc1ccccc1OC
7 | CCOc1ccc(S(=O)(=O)N(CC(=O)N2CCc3ccccc32)Cc2ccco2)cc1
1 | O=C(CN1C(=O)NC2(CCCC2)C1=O)OCCOc1ccc(Cl)cc1Cl
6 | Cc1cccc(C(=O)O)c1O
5 | O=C(COC(=O)CCNS(=O)(=O)c1ccc(Cl)cc1)NCc1ccccc1
9 | Cc1cc(C)n2nc(C(=O)OCC(=O)Nc3ccc(F)cc3F)nc2n1
-8[25 µM] | COc1ccccc1-c1cccc(-c2nc(C(=O)N3CCN(C)CC3)cc3c2[C@@H](CCO)N([S@](=O)C(C)(C)C)C3)c1
-8 | OCc1nc2ccccc2n1C/C=C/c1ccccc1
-6[25 µM] | CCC(=O)NC1CCc2cccc(OC)c2C1 (configuration not stated)

Going on with the list:
CD40 NFkB inh | compound
4 | COC(=O)c1ccccc1NC(=O)c1ccc2c(c1)OCCO2
5[25 µM] | C[C@H]1CN([C@@H](C)CO)C(=O)c2cccc(NS(=O)(=O)c3cn(C)cn3)c2O[C@@H]1CN(C)Cc1ccc(Oc2ccccc2)cc1
4 | Nc1nc2c(F)c(F)c(F)cc2s1
-2 | CC(=O)N(C)C[C@H]1Oc2ccc(NC(=O)NC(C)C)cc2C(=O)N(C)C[C@H]1C
1 | C[C@H](CO)N1C[C@H](C)[C@H](CN(C)C(=O)C2CC2)OCc2cnnn2CCCC1=O
1 | CN(C)C(=O)c1cccc(-c2ccc([C@@H]3[C@@H](C#N)N(C(=O)C4CCC4)[C@@H]3CO)cc2)c1
0 | O=C(Nc1ccnn1C1CCN(C/C=C/c2ccccc2)CC1)C1CCCC1
4 | CC1CN(CCC(=O)Nc2ccc3c(c2)CCC3)CC(C)O1 (configuration not stated)
8 | Cc1cccc(C)c1NC(=O)CNC(=O)COC(=O)c1ccc(Cl)s1
-9[25 µM] | O=C(Nc1ccc(F)cc1)N1[C@H](CO)[C@H]2c3ccccc3NC[C@H]21
10 | COc1ccc2cc(Br)ccc2c1CC(=O)NCCCN1CCOCC1
-8 | COc1ccccc1NC(=O)CCc1nc2ccccc2s1
3 | O=C(COC(=O)c1cncc(Br)c1)NC1CC1
2 | Cc1ccccc1NC(=O)c1ccc(Cl)c(NC(=O)C2CCCC2)c1
-62 | COc1cccc(-c2ccc3c(c2)[C@@H]2[C@@H](CCN2C(=O)C2CC2)[C@@H](CO)N3)c1
-5 | O=C(Cn1cnc2ccccc2c1=O)c1cccs1
12 | O=C(NC1CCCc2ccccc21)c1cccnc1 (configuration not stated)
-108 | c1ccc(SCc2nc3ccccc3[nH]2)cc1
1 | C[C@@H]1CN([C@H](C)CO)C(=O)c2ccccc2-c2ccccc2CO[C@H]1CN(C)C(=O)c1ccccc1
3 | O=C(NCC[C@@H]1CC[C@@H](NS(=O)(=O)Cc2ccccc2)[C@@H](CO)O1)C1CCCC1
28 | C[C@@H]1CN([C@H](C)CO)C(=O)c2cc(NS(=O)(=O)c3ccc(Cl)cc3)ccc2O[C@@H](C)CCCCO[C@H]1CN(C)Cc1ccc(Cl)c(Cl)c1
23 | CC(C)CN(C(=O)COC(=O)CCC(=O)c1ccc(Cl)cc1)c1c(N)n(Cc2ccccc2)c(=O)[nH]c1=O
-8 | O=C(O)CCCCCNC(=O)c1ccccc1Br
4 | O=C(NCCN1CCCC1=O)C1CCC(=O)N(CCc2cccc(F)c2)C1 (configuration not stated)

An excerpt from above in order of heavy-atom count, rising.
CD40 NFkB inh | compound
-108 | c1ccc(SCc2nc3ccccc3[nH]2)cc1
-8 | O=C(O)CCCCCNC(=O)c1ccccc1Br
12 | O=C(NC1CCCc2ccccc21)c1cccnc1 (configuration not stated)
23 | CC(C)CN(C(=O)COC(=O)CCC(=O)c1ccc(Cl)cc1)c1c(N)n(Cc2ccccc2)c(=O)[nH]c1=O
28 | C[C@@H]1CN([C@H](C)CO)C(=O)c2cc(NS(=O)(=O)c3ccc(Cl)cc3)ccc2O[C@@H](C)CCCCO[C@H]1CN(C)Cc1ccc(Cl)c(Cl)c1

Other compounds follow.
CD40 NFkB inh | compound
7 | CN(C)C(=O)C[C@H]1CC[C@H]2[C@@H](COc3ccc(NC(=O)C4CCC4)cc3C(=O)N2C)O1
-3 | COc1ccc(C(=O)OCC(=O)N(C)C2CCS(=O)(=O)C2)cc1Br (configuration not stated)
49* | c1ccc(-c2nnc(-c3ccccn3)nn2)nc1
6 | O=C(c1ccc(F)cc1)N1CCC(C(=O)N(Cc2ccccc2)c2ccccc2)CC1
2 | CCNS(=O)(=O)c1ccc(NS(C)(=O)=O)cc1
-13 | COc1cccc(/C=N/n2c(CO)nc3ccccc32)c1OC
9 | N#Cc1cnn(-c2ccccc2)c1NC(=O)CN1CCN(c2ccccc2)CC1
-3 | Cc1cccc(COc2ccccc2/C=N/Nc2ccc([N+](=O)[O-])cc2)c1

A few values from above.
`CCNS(=O)(=O)c1ccc(NS(C)(=O)=O)cc1` in CD40 NFkB inh is listed with 2
`CC(C)CN(C(=O)COC(=O)CCC(=O)c1ccc(Cl)cc1)c1c(N)n(Cc2ccccc2)c(=O)[nH]c1=O` in CD40 NFkB inh is listed with 23
`CCC1(c2ccccc2)NC(=O)N(CC(=O)NC2CCCCCC2)C1=O` (configuration not stated) in CD40 NFkB inh is listed with -11
`COc1cccc(C(=O)OCC(=O)Nc2ccc(N3CCOCC3)cc2)c1` in CD40 NFkB inh is listed with -5
`Cc1[nH]c(=O)nc(NN=Cc2ccc(Cl)cc2)c1C(=O)Nc1ccc(Cl)cc1` in CD40 NFkB inh is listed with 3
`CCC(=O)NC1CCc2cccc(OC)c2C1` (configuration not stated) in CD40 NFkB inh is listed with -6[25 µM]
`CN(C)C(=O)C[C@H]1CC[C@H]2[C@@H](COc3ccc(NC(=O)C4CCC4)cc3C(=O)N2C)O1` in CD40 NFkB inh is listed with 7

More structures.
CD40 NFkB inh | compound
-10 | OC(COCc1ccccc1)Cn1cnc2ccccc21 (configuration not stated)
-8 | O=C(NCc1ccc(F)cc1)C1CCCN1S(=O)(=O)c1cccc2nsnc12 (configuration not stated)
5 | O=C(NC1CCCC1)C1(c2ccccc2)CCN(S(=O)(=O)c2ccccc2)CC1
10 | Cc1cccn2cc(CNS(=O)(=O)c3ccc4ccccc4c3)nc12
-3 | O=C(C1CCCC1)N1CC(=O)N2[C@H](CO)[C@H](c3ccc(C#Cc4cccc(F)c4)cc3)[C@@H]2C1
-1[25 µM] | C/C=C/c1ccc([C@H]2[C@@H](CO)N(CCC)[C@@H]2CNC(=O)NC2CCCC2)cc1
10 | O=C(Nc1ccccc1C(=O)NC1CC1)c1ccc([N+](=O)[O-])o1
8 | Cc1cc([N+](=O)[O-])nn1CC(=O)NNC(=S)Nc1ccc(Cl)cc1
-3[25 µM] | O=C(C[C@@H]1C=C[C@@H](NC(=O)c2cnccn2)[C@@H](CO)O1)NCc1ccccc1F
15 | Cc1c(Br)c(C(N)=O)nn1C
9 | O=C(CN1CCN(Cc2ccc3c(c2)OCO3)CC1)Nc1ccc2c(c1)OCO2
82*[25 µM] | O=C(Cc1ccccc1)N1CC[C@@H]2[C@H]1c1cc(C#Cc3cccc(F)c3)ccc1N[C@@H]2CO
0[25 µM] | C/C=C/c1ccc([C@H]2[C@@H](CO)N(C(C)=O)C23CN(C(=O)NC2CCCCC2)C3)cc1
-2 | CCN1CCC2(CCN(C(=O)c3cc(COc4cc(C)ccc4C)on3)C2)C1 (configuration not stated)
-5[25 µM] | CCCNC(=O)c1cc2c(c(-c3cccc(-c4ccc(F)cc4)c3)n1)[C@@H](CCO)N([S@](=O)C(C)(C)C)C2
-12 | COC(=O)c1c(C)[nH]c(C(=O)OCC(=O)NCC(C)C)c1C
-5 | c1csc(-c2nc(NCC3CCCO3)c3ccccc3n2)c1 (configuration not stated)
-32 | O=C(Nc1cc2c3c(c1)CC(=O)N3CCC2)c1ccc(Br)cc1
-112 | CC(=O)c1sc(Nc2nc3cc4c(cc3s2)OCO4)nc1C
9 | CCOC(=O)CN(C(=O)COC(=O)C1(c2ccccc2)CC1)c1ccc(F)cc1
7 | COc1ccc(CN(C)C(=O)CNC(=O)c2ccc3ccccc3c2)c(OC)c1
2 | COc1ccc2[nH]c(C(=O)NCCCn3ccnc3)cc2c1
9 | OC(CN1CCC(Cc2ccccc2)CC1)c1ccccc1 (configuration not stated)
3 | COc1ccc(CCN2CC(C(=O)Nc3ccc(S(C)(=O)=O)cc3)CC2=O)cc1OC (configuration not stated)
1 | N#Cc1ccc(CN2CCN(C(=O)C3CC(=O)N(c4ccc5c(c4)OCCO5)C3)CC2)cc1 (configuration not stated)
3 | Nc1cccc2cc(S(=O)(=O)O)ccc12
-12 | C=CCOc1ccc(/C=C/C(=O)OCC(=O)NC(C)c2ccc(F)cc2)cc1 (configuration not stated)
-1 | Nc1cc2c(cc1Cl)N(Cc1ccccc1)C(=O)CO2
-1 | CN(C)CCCn1c(=O)n(Cc2ccco2)c(=O)c2c3c(sc21)CCCCC3
0 | CC(C)CN(C(=O)COC(=O)c1ccc2ccccc2c1)c1c(N)n(Cc2ccccc2)c(=O)[nH]c1=O

These rows are one share of the data. The share of hits here may be higher or lower than overall.
